# SENP6 block – blocks the human protease SENP6; Q9GZR1; Recombinant SENP6 catalytic domain, aminoluciferin luminescence; inhibition, % at 10 µM; 330,000 compounds, 1.8% hits; AID 2599;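 active means inhibition above about 50% at the single tested dose, limit read from the data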;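 further: plate controls were DMSO wells with enzyme for no effect and DMSO wells lacking enzyme for full effect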
# Target sequence (Q9GZR1 628-1112 limits assumed): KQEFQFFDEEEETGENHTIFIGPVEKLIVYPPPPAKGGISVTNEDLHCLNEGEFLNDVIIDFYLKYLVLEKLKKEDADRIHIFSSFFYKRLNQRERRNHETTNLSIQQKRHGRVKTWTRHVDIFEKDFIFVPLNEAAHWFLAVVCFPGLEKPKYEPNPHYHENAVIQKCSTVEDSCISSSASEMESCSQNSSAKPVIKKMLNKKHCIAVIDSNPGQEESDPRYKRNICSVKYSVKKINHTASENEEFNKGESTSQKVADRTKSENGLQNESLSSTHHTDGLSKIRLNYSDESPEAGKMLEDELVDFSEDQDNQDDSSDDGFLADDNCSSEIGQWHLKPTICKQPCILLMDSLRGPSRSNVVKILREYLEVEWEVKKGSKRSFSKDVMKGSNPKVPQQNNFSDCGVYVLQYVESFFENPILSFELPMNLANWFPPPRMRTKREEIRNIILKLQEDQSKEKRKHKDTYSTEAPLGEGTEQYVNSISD
# SENP8 inh – SENP8 (human) protease inhibition; 360,000 compounds, 0.64% hits; recombinant SENP8, Nedd8 substrate fluorescence; inhibition, % at 20 µM; in the data active means inhibition mostly above about 40%, no sharp cut-off; inactive means mostly below about 27%
# Target sequence (Q96LD8 whole entry, looked up): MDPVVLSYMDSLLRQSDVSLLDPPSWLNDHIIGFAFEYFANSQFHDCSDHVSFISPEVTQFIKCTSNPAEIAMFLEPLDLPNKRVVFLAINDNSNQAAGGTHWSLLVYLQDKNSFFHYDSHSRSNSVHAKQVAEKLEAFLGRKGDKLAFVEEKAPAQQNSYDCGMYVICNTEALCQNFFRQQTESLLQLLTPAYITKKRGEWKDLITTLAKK
# SENP7 inh – SENP7 protease inhibition. recombinant SENP7, Z-RLRGG-aminoluciferin luminescence, 40 min. Q9BQF6. inhibition, % at 5 µM. 330,000 compounds, 1.5% hits. AID 434973;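 active means inhibition above about 50% at the single test dose, limit read from the data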;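 further: plate controls were DMSO with enzyme for no effect and no enzyme buffer wells for full effect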
# Target sequence (Q9BQF6 706-1050 limits assumed): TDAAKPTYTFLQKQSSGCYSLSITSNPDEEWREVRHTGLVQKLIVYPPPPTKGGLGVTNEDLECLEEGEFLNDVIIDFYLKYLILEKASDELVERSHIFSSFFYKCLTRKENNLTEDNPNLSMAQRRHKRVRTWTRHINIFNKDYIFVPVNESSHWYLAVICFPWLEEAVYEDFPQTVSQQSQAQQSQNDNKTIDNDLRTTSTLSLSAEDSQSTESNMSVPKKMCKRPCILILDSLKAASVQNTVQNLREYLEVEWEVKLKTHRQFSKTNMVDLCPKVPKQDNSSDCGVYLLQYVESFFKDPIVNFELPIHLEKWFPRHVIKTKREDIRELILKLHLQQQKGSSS
# MPTP block – inhibitors of mitochondrial permeability transition pore; AID 602449; isolated mouse mitochondria, Ca2+ swelling absorbance, 30 min; 360,000 compounds, 1.4% hits; inhibition, % at 10 µM;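 active means inhibition of 50% or more, scaled per plate between neutral and stimulator controls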;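 further: 0% = DMSO wells given calcium and 100% = 1 mM EGTA wells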
# NR3A LBD binder – NR3A (human) ligand-binding domain modulation. AID 1259313. 340,000 compounds, 2.5% hits. NR3A LBD differential scanning fluorimetry, Tm shift; 0% = protein alone, 100% = glycine-bound protein. Tm shift relative to glycine control, % at 25 µM;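 active means melting temperature shift of at least 10% of the positive control shift, at one fixed dose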
# PfG6PD inh – PfG6PD (Plasmodium falciparum) enzyme inhibition | PfGluPho enzyme, NADPH resazurin-diaphorase fluorescence | inhibition, % at 20 µM | 350,000 compounds, 0.78% hits | AID 504690;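 active means inhibition reaching at least a set limit at 20 µM in the primary screen, cut at about 59% in these data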;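 further: 0% = DMSO wells with substrate and 100% = DMSO wells lacking glucose-6-phosphate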
# ATG4B inhibitor – ATG4B (human) cysteine protease inhibition. Q9Y4P1. ATG4B cleavage of LC3-PLA2, NBD-HPC fluorescence, 1 h. inhibition, % at 8.33 µM. 340,000 compounds, 0.51% hits; in the data active means inhibition above about 40%
# HKDC1 inh – blocks human hexokinase HKDC1 activity; Q2TB90; recombinant HKDC1, G6PDH/diaphorase resazurin coupled fluorescence; inhibition, % at 20 µM; 340,000 compounds, 0.16% hits; AID 493160;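 active means inhibition above about 35% when tested at 20 µM, limit read from the data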;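 further: plate controls were DMSO wells with enzyme for no effect and DMSO wells lacking enzyme for full effect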
#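 Test system: HK5 enzyme. Quantity: 5 µg/mL HK5 final. Reagent: glucose and ATP substrates. Schedule: 90 min reaction incubation at room temperature, dark. Technique: resazurin-to-resorufin fluorescence via G6PDH and diaphorase coupling, 525/613 nm. Control set: DMSO wells with and without enzyme mix.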
# Numbers without * were called inactive; i = inactive; . = not tested or not shown. No enrichment for hits; about 6.9% have a hit in one of these screens.
SMILES,SENP6 block,SENP8 inh,SENP7 inh,MPTP block,NR3A LBD binder,PfG6PD inh,ATG4B inhibitor,HKDC1 inh
COC(=O)c1ccc(COC(=O)CNC(=O)CNC(=O)c2ccc(C)cc2)cc1,-16,6,-3,1.0,-1,11,-10,-13
N#Cc1ccccc1OCC(=O)NNC(=O)CNC(=O)c1cccc(Br)c1,0,0,3,0.0,0,-2,-61,-3
COc1ccc(C(C(=O)NCc2ccc(F)cc2)N(Cc2cccnc2)C(=O)c2snc(C(N)=O)c2N)cc1 (configuration not stated),2,-321,1,-1.6,-4,4,-8,0
CN(CC(=O)Nc1cccc(F)c1)C(=O)C1CSC2(C)CCC(=O)N12 (configuration not stated),1,2,-4,1.0,-1,-8,-6,-5
O=C(/C=C/c1ccc2c(c1)OCCCO2)c1ccccc1O,88*,22,84*,0.7,-3,-3,-4,18
CC1CCCC(NC(=O)CN(C)S(=O)(=O)c2cccc3cccnc23)C1C (configuration not stated),8,-7,-3,0.4,-2,-6,-2,12
O=C(NCc1ccccn1)Nc1ccccc1,-18,8,-7,-0.7,0,-7,-2,-12
CCCNc1c(NS(=O)(=O)c2cccc(C#N)c2)c(=O)oc2ccccc12,0,5,5,-2.0,-1,2,3,-1
CCSc1nc2c(c(-c3ccc(C)o3)c1C#N)CCCC2,-8,-190,-10,0.3,-2,-17,7,5
CCC(C)NC(=O)CNC(=S)N(CCCN1CCOCC1)Cc1cccs1 (configuration not stated),0,12,6,-0.2,-4,-14,-8,-9
COc1ccc2c(c1)OC[C@H]1[C@H]2N2C(=O)c3cc(C)ccc3NC(=O)[C@@]2(C)[C@H]1c1ccccc1,15,3,-4,0.0,-3,-1,-5,3
Cc1ccc(C2(C)NC(=O)N(CC(=O)N3CCN(S(=O)(=O)c4ccccc4[N+](=O)[O-])CC3)C2=O)cc1 (configuration not stated),.,11,.,-0.5,2,-6,-3,-6
Cc1ccc(NC(=O)CSc2nc3ccccc3c(=O)n2CCCN2CCCCC2)cc1Cl,-20,18,-2,-0.7,-3,-4,-5,5
Cc1cc(C(=O)CSc2nc3ccccc3[nH]2)c(C)n1C,-23,17,0,0.0,-1,12,-9,1
Cc1cc(C)cc(NC(=O)Cn2nnc(C(=O)NCc3ccco3)c2N)c1,-10,20,1,0.7,-6,-12,0,3
Cc1nc2ccccc2n1CC(=O)OCC(=O)NC1CC1,2,16,2,-1.9,1,-1,-4,-8
O=C(NC1CCCN(C2Cc3ccccc3C2)C1)c1ccc(F)cc1Cl (configuration not stated),-12,3,7,0.7,-2,-3,0,-3
O=[N+]([O-])c1cc2c(cc1CN1CCN(c3ccccc3)CC1)OCO2,15,-20,2,0.7,0,7,3,2
O=C(COc1ccc(Cl)cc1)Nc1cccc(S(=O)(=O)NC2=NCCCCC2)c1,-2,-2,2,0.0,-1,6,-1,-2
CC(C)[C@H](NC(=O)[C@@H]1CSC2c3ccccc3C(=O)N21)C(=O)NCc1ccncc1 (some centres not stated),-8,8,6,-2.0,-1,9,-8,-4
CC(=O)N1CCN(C(=S)c2ccc(Cl)cc2)CC1,6,18,4,-1.4,0,17,12,-4
Cc1ccc(S(=O)(=O)N2CC(O)C[C@H]2C(=O)OCC(=O)Nc2ccc(N3CCOCC3)cc2)cc1C (some centres not stated),-21,2,-4,1.3,1,7,-8,-2
COc1ccc(C(=O)Nc2ccccc2C(=O)N/N=C/c2ccccn2)cc1OC,-12,-151,-15,-0.2,-1,-15,-9,-9
CC(=O)N1CCCc2cc(S(=O)(=O)Nc3ccccc3C)ccc21,-7,11,-6,-1.2,-2,-14,-4,1
C[C@H](CO)N1C[C@H](C)[C@@H](CN(C)Cc2ccc(C(=O)O)cc2)Oc2c(NS(=O)(=O)c3cccs3)cccc2C1=O,5,2,-4,-0.2,0,10,-4,-1
# New compounds follow
SMILES,SENP6 block,SENP8 inh,SENP7 inh,MPTP block,NR3A LBD binder,PfG6PD inh,ATG4B inhibitor,HKDC1 inh
CC(=O)c1cnc2c(-c3ccccc3)c(C)nn2c1C,0,23,-7,4.6,1,7,-9,-2
COc1ccc(S(=O)(=O)NCc2ccncc2)cc1NC(=O)c1ccccc1F,-12,10,-9,-1.2,0,4,-56,-2
COc1ccccc1-c1cc(C(=O)N/N=C\c2cn(C)nc2C)c2ccccc2n1,-1,-25,-3,0.9,1,-8,-8,-4
CCO/C(C)=N/n1c2nc3ccccc3nc2c2c(=O)n(C3CCCC3)c(C)nc21,2,-395,4,-2.3,3,56,-8,-4
CCC1CCCCN1C(=O)COc1ccccc1NC(C)=O (configuration not stated),-18,-2,2,-0.4,-1,8,-2,11
COc1ccc(OC)c(N(CC(=O)N2CCCC2)S(=O)(=O)c2ccc(C)cc2)c1,-27,12,-1,-0.3,-1,-14,2,-5
NC1=NC(=Nc2cccc(S(=O)(=O)N3CCOCC3)c2)c2ccccc21,-6,28,5,-0.5,0,-2,-2,-6
O=C(CSc1nnc(-c2cccs2)o1)N1CCCCC1,-20,2,-4,-1.0,0,11,1,-3
Cc1ccc(OCc2n[nH]c(=S)n2Cc2ccccc2)cc1,6,11,-9,-4.4,0,22,-1,-2
Cc1ccc(S(=O)(=O)c2nc(N3CCOCC3)sc2Cl)cc1,3,18,-2,-2.0,-4,22,-2,-3
CCOC(=O)C1CCCN(C(=O)Nc2cccc(Cl)c2)C1 (configuration not stated),-11,9,2,1.5,5,8,1,0
O=c1c2sccc2nc(SCc2ccc([N+](=O)[O-])cc2)n1Cc1ccccn1,-14,2,3,-0.1,-8,-1,-3,-7
CCn1nc(NS(=O)(=O)c2ccc(NC(C)=O)cc2)c2cc3cc(C)ccc3nc21,11,-45,0,1.1,0,-15,1,13
COc1ccccc1-c1sc2cc3c(cc2c1-c1ccc(OCCN2CCCCC2)cc1)OCO3,-9,i,0,-1.5,1,5,5,0
COC(=O)c1c(NC(=O)CSc2nnc(C)c(=O)[nH]2)sc(C)c1C,-17,-18,-9,-1.2,-1,13,0,17
c1ccc(Cn2nnnc2C(c2cccs2)N2CCCCCC2)cc1 (configuration not stated),-10,10,-11,3.3,4,0,26,1
CC(C)(C)CCN1CCC(CN2CCNC(=O)C2=O)CC1,.,0,.,0.5,3,5,.,-4
CCN1CCN(CCC(=O)Nc2cccc(C)c2)CC1,-5,3,1,-1.3,0,-1,-1,-4
C/C(=N\NC(=O)c1cc(C)nc2ccccc12)c1cccc(Cl)c1,-1,6,-5,-1.1,1,9,-6,0
CCc1ccc(OCCNC(=O)c2ccccc2SCc2ccccc2)cc1,-6,21,8,1.1,-6,8,15,9
CCCCN(C(=O)/C=C/c1ccco1)c1c(N)n(Cc2ccccc2)c(=O)[nH]c1=O,29,16,-6,-1.0,-2,1,1,-7
O=C1CCC(C(=O)N2CCN(c3ccc(F)cc3)CC2)CN1CC1CCCCC1 (configuration not stated),-8,9,0,-0.9,-2,-10,27,-5
CN(C(=O)c1ccco1)c1nc(-c2ccccc2)cs1,29,24,14,0.8,-2,9,10,4
Cc1ccc(C(=O)COC(=O)C2C3C=CC(C3)C2C(=O)OCC(=O)c2ccc(C)c(C)c2)cc1C (configuration not stated),-8,12,3,3.6,-1,15,-5,-2
O=C(COC(=O)/C=C/c1ccc(C(F)(F)F)cc1)NC1CCCC1,-3,3,3,-0.3,-2,-14,7,-5
# More structures.
SMILES,SENP6 block,SENP8 inh,SENP7 inh,MPTP block,NR3A LBD binder,PfG6PD inh,ATG4B inhibitor,HKDC1 inh
CC(/C=N/NC(=O)COc1ccccc1C)=N\NC(=O)COc1ccccc1C,15,12,-1,2.1,12*,-6,0,-3
Cc1ccc(S(=O)(=O)Nc2ccccc2-c2ccccc2)cc1,-10,16,-1,0.9,-4,76*,25,3
NS(=O)(=O)c1ccc(NC(=O)COC(=O)COc2ccc(Br)cc2)cc1,-13,17,5,2.9,-11,2,-11,-8
CSc1ccc(CN(C)CC(=O)N(C)CC(=O)Nc2ccccc2Br)cc1,-2,12,-4,-0.2,0,-4,31,-2
CCC(=O)Nc1c(C)cc(C)cc1Cl,-6,9,1,0.7,3,-20,1,-4
COc1cc2c(cc1OC)C(C)N(S(=O)(=O)c1ccc(Cl)nc1)CC2 (configuration not stated),2,8,4,-0.3,0,-8,1,3
CC(C)CN(C(=O)CN1CCCCCC1)c1c(N)n(CC(C)C)c(=O)[nH]c1=O,3,-30,-4,-1.0,-2,-4,5,0
C=CCc1cccc2cc(C(=O)N3CCN(c4ccccn4)CC3)c(=O)oc12,6,-9,-1,0.0,0,-6,-7,0
Cn1c(SCC(=O)OC2CCCCC2)nnc1-c1ccc2c(c1)OCO2,-9,18,3,-0.6,-1,-14,-5,-2
O=C(O)CSCC(=O)Nc1ccc(-c2nc3ccccc3s2)cc1,94*,-439,92*,2.5,1,-6,-19,9
O=[N+]([O-])c1ccc(N2CCCCC2)cc1,-17,20,10,1.8,-1,-2,2,-3
COc1ccc(N2CCN(C(=O)CNS(=O)(=O)c3ccc(C)cc3)CC2)cc1,2,8,1,0.9,0,5,-2,-4
O=C(C1CCCN(Cc2nc(-c3ccc(Cl)cc3)no2)C1)N1CCOCC1 (configuration not stated),-19,4,-8,-1.3,-2,0,-1,-3
NS(=O)(=O)c1ccccc1NC(=S)Nc1ccccc1S(N)(=O)=O,2,15,1,-0.3,1,6,-3,-3
CCOC(=O)N/N=C/c1cc(OC)c(O)c(OC)c1,-5,-47,-2,-0.6,2,3,-3,9
O=C(NNC(=O)c1ccccc1O)c1ccc(NS(=O)(=O)c2ccc(F)cc2)cc1,-7,-16,-2,-1.2,.,-37,0,-12
C=CCSc1nnc(Cc2cc(=O)[nH]c(=O)[nH]2)n1-c1cc(C)ccc1C,-25,8,-3,1.8,0,16,1,-6
COC(C[C@@H]1O[C@@H]1[C@H](O)[C@H](C)OCc1ccccc1)OC,-9,12,-4,-0.5,0,3,3,-2
Cc1ccc(C)c(NC(=O)CSc2ccc(S(=O)(=O)N3CCCC3)cn2)c1,-20,9,4,-2.5,1,-5,-9,-1
O=C(Nc1ccc(Cl)c(Cl)c1)Nc1ccccc1NS(=O)(=O)c1cccs1,5,15,-3,87*,34*,-12,-5,-6
CCn1ncc(Br)c1C(=O)Nc1nccs1,-15,8,-1,-0.3,0,-13,0,-1
O=C(CSc1nnc(CNC(=O)c2ccc(F)cc2)o1)Nc1nccs1,-4,8,-6,-0.9,1,-31,0,11
CC(CCc1ccccc1)NC(=O)Cn1cccc1C(=O)c1ccccc1 (configuration not stated),16,13,-6,0.2,3,5,4,3
O=C(CCN1C(=O)c2ccccc2C1=O)Nc1ccc(-c2cn3ccsc3n2)cc1,-19,27,-3,-0.3,4,30,4,-2
COc1ccc(Br)cc1CNc1ccc(S(N)(=O)=O)cc1,3,5,-12,-1.4,2,-6,-2,-7
O=C(CN1CCN(c2ccccc2F)CC1)Nc1ccccc1F,-10,16,-7,0.6,1,-2,-5,-6
CCc1nnc(NC(=O)CCS(=O)(=O)Cc2ccccc2)s1,-6,4,4,-1.3,-2,-1,1,-3
CC(=O)N/N=C/C1=CCC2CC1C2(C)C (configuration not stated),-2,11,-1,-0.9,0,-9,-2,-5
Cc1ccc(S(=O)(=O)N2CCN(C(=O)CCOc3cc(C)ccc3C)CC2)cc1,-23,11,9,-1.8,2,11,-5,0
O=C(C[n+]1cccc(/C=N/O)c1)N1CCCCCC1,-13,15,-10,0.8,1,4,-4,8

# One compound at a time, as listed above.
# Shown for COc1ccc2c(c1)OC[C@H]1[C@H]2N2C(=O)c3cc(C)ccc3NC(=O)[C@@]2(C)[C@H]1c1ccccc1 = SENP6 block: 15; SENP8 inh: 3; SENP7 inh: -4; MPTP block: 0.0; NR3A LBD binder: -3; PfG6PD inh: -1; ATG4B inhibitor: -5; HKDC1 inh: 3
# Shown for CC(=O)N1CCN(C(=S)c2ccc(Cl)cc2)CC1 = SENP6 block: 6; SENP8 inh: 18; SENP7 inh: 4; MPTP block: -1.4; NR3A LBD binder: 0; PfG6PD inh: 17; ATG4B inhibitor: 12; HKDC1 inh: -4

# High-throughput results: PubChem BioAssay, Sanford-Burnham Center for Chemical Genomics
